# SENP1 FRET inh: human SENP1 catalytic domain inhibitors, primary screen, biochemical, FRET, uHTS | recombinant SENP1 catalytic domain, CyPet-SUMO1-YPet FRET cleavage | inhibition, % at 10 µM | Sentrin-specific protease 1 (Homo sapiens), Q9P0U3 | 360,000 compounds, 0.21% hits | AID 624204, 2012;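 active means inhibition at least 30% at 10 µM, raw YFP signal under a set limit, fluorescence ratio 0.5 to 1.5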;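 further: 0% = enzyme with DMSO and 100% = no enzyme wells; some results filed as inactive read as strong as hits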
#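 Material – human SENP1 catalytic domain · Input – SENP1 enzyme, 20 pM final · Compound dosing – single concentration of 10 µM compound, 0.5% DMSO final · Timing – enzyme reaction for 50 min at room temperature, dark · Measured by – FRET fluorescence in CFP and YFP emission channels · Control set – no-enzyme wells low, DMSO-plus-enzyme wells high control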
# SENP8 block: human SENP8 protease inhibitors, primary screen, biochemical, fluorescence, Nedd8 protein substrate, uHTS; Sentrin-specific protease 8 (Homo sapiens), Q96LD8; recombinant SENP8; inhibition, % at 20 µM; 360,000 compounds, 0.64% hits; AID 602440, 2012; in the data active means inhibition mostly above about 40%, no sharp cut-off; inactive means mostly below about 27%
# ATG4B inhibitor: ATG4B protease inhibitors, primary screen, biochemical, fluorescence, uHTS | 340,000 compounds, 0.51% hits | inhibition, % at 8.33 µM | ATG4B cleavage of LC3-PLA2, NBD-HPC fluorescence, 1 h | Cysteine protease ATG4B (Homo sapiens), Q9Y4P1; in the data active means inhibition above about 40%
# PfG6PD inh: PfG6PD enzyme inhibitors, primary screen, biochemical, fluorescence intensity, uHTS; glucose-6-phosphate dehydrogenase-6-phosphogluconolactonase (Plasmodium falciparum 3D7); PfGluPho enzyme, NADPH resazurin-diaphorase fluorescence; inhibition, % at 20 µM; 350,000 compounds, 0.78% hits; AID 504690, 2011;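 active means inhibition reaching at least a set limit at 20 µM in the primary screen, cut at about 59% in these data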;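 further: 0% = DMSO wells with substrate and 100% = DMSO wells lacking glucose-6-phosphate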
# hIAP act: human IAP activators, primary screen, biochemical, luminescence, uHTS | Intestinal-type alkaline phosphatase (Homo sapiens), P09923 | purified human IAP, CDP-Star luminescence, 30 min; stronger effect = higher value; 1 = vehicle-only enzyme, 0 = enzyme-free background | activation factor at 10 µM | 330,000 compounds, 0.16% hits | AID 2524, 2010;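 active means activation factor of the enzyme at least 2-fold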; further: the source names both 10 and 20 µM as test concentration; values of inactives mirror those of a sister screen read the other way
# Target sequence (P09923 whole entry, looked up): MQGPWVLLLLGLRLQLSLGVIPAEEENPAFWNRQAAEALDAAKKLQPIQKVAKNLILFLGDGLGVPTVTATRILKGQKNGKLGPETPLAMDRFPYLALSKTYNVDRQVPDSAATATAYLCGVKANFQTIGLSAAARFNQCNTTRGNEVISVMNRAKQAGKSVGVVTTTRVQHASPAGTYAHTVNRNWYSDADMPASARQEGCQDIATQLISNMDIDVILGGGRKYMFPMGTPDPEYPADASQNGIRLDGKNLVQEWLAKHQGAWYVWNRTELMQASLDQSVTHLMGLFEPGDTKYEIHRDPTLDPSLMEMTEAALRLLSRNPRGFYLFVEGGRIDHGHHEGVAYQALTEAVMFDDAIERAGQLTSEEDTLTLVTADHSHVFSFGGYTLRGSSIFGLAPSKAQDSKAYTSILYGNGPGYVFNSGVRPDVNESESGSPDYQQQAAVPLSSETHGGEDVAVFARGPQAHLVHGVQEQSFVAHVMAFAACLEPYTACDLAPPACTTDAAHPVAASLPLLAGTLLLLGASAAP
# SENP6 block: SENP6 protease inhibitors, primary screen, biochemical, luminescence, uHTS | inhibition, % at 10 µM | Sentrin-specific protease 6 (Homo sapiens), Q9GZR1 | 330,000 compounds, 1.8% hits | Recombinant SENP6 catalytic domain, aminoluciferin luminescence;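 active means inhibition above about 50% at the single tested dose, limit read from the data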;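 further: plate controls were DMSO wells with enzyme for no effect and DMSO wells lacking enzyme for full effect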
# Target sequence (Q9GZR1 628-1112 limits assumed): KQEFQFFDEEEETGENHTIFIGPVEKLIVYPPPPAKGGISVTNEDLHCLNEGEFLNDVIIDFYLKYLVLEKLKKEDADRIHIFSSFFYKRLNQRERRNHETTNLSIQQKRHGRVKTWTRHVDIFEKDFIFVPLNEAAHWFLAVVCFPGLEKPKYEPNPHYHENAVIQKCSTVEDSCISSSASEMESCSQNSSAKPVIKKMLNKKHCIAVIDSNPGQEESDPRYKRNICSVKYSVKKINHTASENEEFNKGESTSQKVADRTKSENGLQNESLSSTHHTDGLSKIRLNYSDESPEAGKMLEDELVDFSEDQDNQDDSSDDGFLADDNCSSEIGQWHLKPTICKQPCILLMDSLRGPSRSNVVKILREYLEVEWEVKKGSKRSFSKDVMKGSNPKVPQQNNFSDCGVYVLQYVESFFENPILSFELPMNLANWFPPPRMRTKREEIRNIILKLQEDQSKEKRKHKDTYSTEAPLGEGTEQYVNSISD
# GRIN3A LBD mod: binders of NR3A ligand-binding domain, primary screen, biophysical, differential scanning fluorimetry, uHTS | Glutamate receptor ionotropic, NMDA 3A (GRIN3A) ligand-binding domain | Tm shift relative to glycine control, % at 25 µM | 340,000 compounds, 2.5% hits | AID 1259313, 2017 | NR3A LBD differential scanning fluorimetry, Tm shift; 0% = protein alone, 100% = glycine-bound protein;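 active means melting temperature shift of at least 10% of the positive control shift, at one fixed dose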
# MPTP block: mitochondrial permeability transition pore inhibitors, primary screen, biochemical, isolated mouse mitochondria, absorbance. Ca2+ swelling absorbance, 30 min. inhibition, % at 10 µM. 360,000 compounds, 1.4% hits. AID 602449, 2012;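 active means inhibition of 50% or more, scaled per plate between neutral and stimulator controls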;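 further: 0% = DMSO wells given calcium and 100% = 1 mM EGTA wells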
# An asterisk follows results filed as active; · = not tested or not shown.
1) CC1(C)C(=O)N(OCc2ccccc2)C(C)(C)C(=O)N1OCc1ccccc1
2) C=C(C)CSc1nnc(-c2cccc(S(=O)(=O)N(C)C)c2)n1-c1cc(OC)ccc1OC
3) OCC1(Cc2ccc(F)cc2)CCCN(CCCC(F)(F)F)C1 (configuration not stated)
4) COc1ccc(NC2=NCC(=O)N2Cc2cccs2)cc1
5) O=C(CSc1ccccn1)NCc1ccc2c(c1)OCO2
6) O=C(Cn1c(C(=O)O)cc2ccccc21)c1ccccc1
7) CCOC(=O)Nc1cc(OCC)c(NC(=O)C2CC2)cc1OCC
8) CC(=O)c1cccc(S(=O)(=O)NCCC(=O)O)c1

Screen / compound no.	1	2	3	4	5	6	7	8
SENP1 FRET inh	-1	-1	-3	-1	2	1	-42	0
SENP8 block	13	5	10	24	17	7	18	17
ATG4B inhibitor	1	-10	9	5	1	-8	-1	0
PfG6PD inh	4	8	2	0	-16	3	-9	2
hIAP act	1	1	1.1	0.94	0.85	0.85	1.1	0.91
SENP6 block	-4	-2	-3	-2	-14	-13	-6	3
GRIN3A LBD mod	-1	1	-4	-1	1	-2	·	-92
MPTP block	-3.9	0.4	-0.8	-12	0.7	-0.5	-0.1	-0.4

# Record cards, as listed above. Order of screens: SENP1 FRET inh	SENP8 block	ATG4B inhibitor	PfG6PD inh	hIAP act	SENP6 block	GRIN3A LBD mod	MPTP block
# CCOC(=O)Nc1cc(OCC)c(NC(=O)C2CC2)cc1OCC is listed with -42	18	-1	-9	1.1	-6	·	-0.1
# OCC1(Cc2ccc(F)cc2)CCCN(CCCC(F)(F)F)C1 (configuration not stated) is listed with -3	10	9	2	1.1	-3	-4	-0.8
# O=C(CSc1ccccn1)NCc1ccc2c(c1)OCO2 is listed with 2	17	1	-16	0.85	-14	1	0.7

# Going on with the list.
9) OC1(c2ccccc2)CCN(Cc2ccccc2)CC1
10) Cc1ccc(C)c(S(=O)(=O)NC(CC(C)C)C(=O)O)c1 (configuration not stated)
11) O=C(COC(=O)CCNS(=O)(=O)c1ccc(Cl)cc1)NCc1ccccc1
12) Cc1nnc(SCC(=O)NC2CCCc3c2cnn3-c2ccc(F)cc2F)o1 (configuration not stated)
13) CCOC(=O)n1c(=O)n(Cc2cccc(C)c2)c2ccccc21
14) CNC(=S)NNC(=O)c1c(C)nc2cc(C)ccn12
15) CCn1ncc(S(=O)(=O)Nc2cc(Cl)ccc2C)c1C
16) CCCNC(=O)[C@H]1N2C(=O)c3c(ccc(OC)c3OC)C2SC1(C)C (some centres not stated)

Screen / compound no.	9	10	11	12	13	14	15	16
SENP1 FRET inh	2	0	1	-7	0	2	1	1
SENP8 block	10	14	11	-1	10	-2	-2	-79
ATG4B inhibitor	0	-1	·	-6	-6	-2	-3	3
PfG6PD inh	-17	-14	-1	7	6	3	-2	-10
hIAP act	1	1	·	1.1	0.82	1	0.92	1
SENP6 block	-15	-16	·	-2	12	-16	-5	-8
GRIN3A LBD mod	-1	3	·	2	-3	-1	-2	-2
MPTP block	-0.4	1.2	0.1	-1.3	-0.4	1.4	0.0	-0.2

# Next section, overlapping the part above by three compounds.
14) CNC(=S)NNC(=O)c1c(C)nc2cc(C)ccn12
15) CCn1ncc(S(=O)(=O)Nc2cc(Cl)ccc2C)c1C
16) CCCNC(=O)[C@H]1N2C(=O)c3c(ccc(OC)c3OC)C2SC1(C)C (some centres not stated)
17) CCCC(=O)Nc1nc(-c2ccccc2)c(CC)s1
18) COc1ccc(Nc2c(-c3ccco3)nc3ccc(C)cn23)cc1
19) Cc1ccc([N+](=O)[O-])cc1NC(=O)CNC1CCCCC1
20) COc1ccc(CCNC(=O)Nc2cccc([N+](=O)[O-])c2)cc1OC
21) CC(=O)Nc1ccc(S(=O)(=O)NCCc2ccccn2)cc1
22) O=C(Nc1nnc(CCN2CCCCC2)s1)C1CCCCC1
23) COc1ccc(NC(=O)C2CCCN(S(=O)(=O)c3cccc4cccnc34)C2)cc1OC (configuration not stated)
24) COc1ccc(S(=O)(=O)N2CC(=O)Nc3ccccc32)cc1

Screen / compound no.	14	15	16	17	18	19	20	21	22	23	24
SENP1 FRET inh	2	1	1	1	-49	2	1	-16	0	1	1
SENP8 block	-2	-2	-79	4	-399	16	3	12	22	11	21
ATG4B inhibitor	-2	-3	3	5	4	9	0	2	10	-10	-11
PfG6PD inh	3	-2	-10	16	2	-14	6	18	-8	16	-15
hIAP act	1	0.92	1	0.96	1.1	0.9	1	1.1	0.85	0.92	0.96
SENP6 block	-16	-5	-8	9	0	-23	-51	-9	-20	12	22
GRIN3A LBD mod	-1	-2	-2	0	0	1	-18	-3	1	1	4
MPTP block	1.4	0.0	-0.2	0.7	7.1	0.3	0.2	0.2	-0.6	-1.8	0.4

25) COc1ccc(CNC(=O)c2nc(S(=O)(=O)Cc3ccccc3)ncc2Cl)cc1
26) COC(=O)Cn1cnc2c(nnn2-c2ccc(OC)cc2)c1=O
27) COc1ccc(C(=O)NCC(=O)N2CCN(c3ccc(Cl)cc3)CC2)cc1
28) CCOC(=O)C1=CN(C)C=C(C(=O)OCC)C1c1ccsc1
29) CCOc1ccccc1CN1CCN(CC2CC2)CC1CCO (configuration not stated)
30) CCC(C)(C)NC(=O)CN(C(=O)CCC(=O)Nc1nccs1)c1cccc(C)c1C
31) COc1ccc(/C=N/NC(=O)c2ccccc2OC)cc1COc1ccccc1[N+](=O)[O-]
32) CNS(=O)(=O)c1cccc(C(=O)OCC(=O)N2c3ccccc3NC(=O)C2(C)C)c1

Screen / compound no.	25	26	27	28	29	30	31	32
SENP1 FRET inh	2	2	1	-33	1	0	3	-1
SENP8 block	0	18	13	-281	18	13	10	8
ATG4B inhibitor	-1	-11	4	-7	2	-5	-9	11
PfG6PD inh	-12	-4	-3	1	-5	-21	4	-4
hIAP act	1	0.92	0.84	0.79	1.1	1.2	0.92	0.99
SENP6 block	-9	-9	-4	-6	5	-6	-5	-11
GRIN3A LBD mod	2	-1	-6	1	-1	0	-4	-2
MPTP block	-0.5	5.8	-1.1	2.5	4.8	0.7	0.4	0.1

33) CCCn1nc(C(=O)Nc2ccc(S(=O)(=O)Nc3nccs3)cc2)c2ccccc2c1=O
34) COc1ccc(S(=O)(=O)NNC(=O)Nc2ccc(F)cc2F)c(OC)c1
35) C/C(=N\NC(=O)c1cccc(Cl)c1)c1cccc(NC(=O)C(C)C)c1
36) Cc1ccccc1C(=O)Nc1ccc2c(c1)OCCO2
37) CCOc1ncccc1C(=O)OCC(=O)N1CCN(S(=O)(=O)c2ccccc2)CC1
38) O=C(Nc1nnc(-c2ccncc2)o1)C1CCCCC1
39) Cc1cc(C)cc(N=Cc2c(O)c3ccccc3oc2=O)c1
40) Cc1c(NS(=O)(=O)c2cccc(C(=O)NCc3ccco3)c2)c(=O)n(-c2ccccc2)n1C

Screen / compound no.	33	34	35	36	37	38	39	40
SENP1 FRET inh	-1	2	1	2	0	-2	-35	-10
SENP8 block	15	-3	11	17	11	-193	-422	-6
ATG4B inhibitor	2	4	-5	3	-4	-14	3	-5
PfG6PD inh	-27	-3	-16	12	-3	4	1	26
hIAP act	0.97	0.95	1	1.1	1	1.1	0.9	·
SENP6 block	-5	-7	7	63*	10	-16	27	·
GRIN3A LBD mod	-2	1	-2	-4	0	2	-2	1
MPTP block	-5.5	-1.7	9.7	-0.7	-0.5	0.2	2.8	0.4

41) COc1ccccc1C(=O)Nc1ccc2c(c1)OCCO2
42) O=C(CSc1nccc(-c2ccc(Br)cc2)n1)NCCc1ccccc1
43) COc1ccc(N2CCN(C(c3cc(OC)ccc3OC)c3nnnn3Cc3ccco3)CC2)cc1 (configuration not stated)
44) Cc1csc(SCC(=O)Nc2ccc(CC#N)cc2)n1
45) O=C(c1cc(-c2ccc(F)cc2)on1)N1CCCCCC1
46) CCOC(=O)N1CCC(N2CCN(c3ccccc3)CC2)CC1
47) COc1ccc(Cc2noc(CN3CCCC(OCc4ccccn4)C3)n2)cc1OC (configuration not stated)
48) O=C(Nc1cc(C(F)(F)F)ccc1-n1cncn1)C1CC1

Screen / compound no.	41	42	43	44	45	46	47	48
SENP1 FRET inh	-2	-1	-2	2	2	0	-3	-2
SENP8 block	13	4	-4	21	12	15	-2	13
ATG4B inhibitor	-8	-3	-16	·	0	-7	-23	-9
PfG6PD inh	17	1	22	14	-5	-7	-3	0
hIAP act	1.3	0.98	1	·	1.1	0.96	1	1
SENP6 block	53*	-11	2	·	25	2	8	-3
GRIN3A LBD mod	-1	-46	1	·	-3	0	-1	0
MPTP block	1.2	1.1	2.4	-1.2	-0.5	-0.2	2.4	0.4

49) Cn1ncc(Cl)c1C(=O)NCC1CCCO1 (configuration not stated)
50) Cc1ccc2occ(C3N[C@H](C(=O)O)CS3)c(=O)c2c1 (some centres not stated)
51) C=CCNC(=S)N1CCC(C(=O)c2ccc(C)cc2)CC1
52) COC(CNC(=O)C1CCCN1C(=O)OCc1ccccc1)OC (configuration not stated)
53) O=C(O)CCNc1ccc(NCCC(=O)O)c2c1C(=O)c1ccccc1C2=O
54) COc1ccc(NC(=O)CN(C)C(=O)Cc2ccc3c(c2)CCC3)cc1
55) O=c1cc(-c2ccccc2)[nH]n1-c1nc2ccccc2[nH]1
56) Fc1ccc(C2=NN(c3ccccc3)C(c3ccco3)C2)cc1 (configuration not stated)

Screen / compound no.	49	50	51	52	53	54	55	56
SENP1 FRET inh	2	-13	-1	3	-21	1	-64	-72
SENP8 block	-2	-76	11	1	23	1	-264	-425
ATG4B inhibitor	-6	1	-3	-1	2	3	-1	1
PfG6PD inh	-1	1	-19	-6	3	15	-22	24
hIAP act	1.3	1	1	·	0.99	0.96	2*	1.1
SENP6 block	-20	-4	9	·	5	10	65*	-22
GRIN3A LBD mod	-1	-3	-1	0	8	6	-8	-2
MPTP block	0.5	0.7	0.9	-0.2	7.7	-0.2	1.5	2.1

57) COc1cccc(-c2ccc(NC(=O)C3CCCN(Cc4cnc(C)n4C)C3)cc2)c1 (configuration not stated)
58) Cc1cccc(C)c1NC(=O)Cn1nnc(-c2ccc(CN3CCC(C)CC3)cc2)n1
59) Cc1cc(C(=O)OCC(=O)NCCCN2CCCC2=O)c2ccccc2n1
60) COc1ccc(C2(CN(C(C)=O)C(C)=O)CCCC2)cc1OC
61) CCOC(=O)c1sc(NC(=O)CSCc2c(C)noc2C)nc1C
62) CC(=O)Nc1ccc(-c2csc(NC(=O)CN3C(=O)NC4(CCCC4)C3=O)n2)cc1
63) COc1ccccc1CC(=O)N(CCC#N)CCC#N
64) Cc1ccc(S(=O)(=O)N2CCOCC2)cc1C(=O)NC(=S)N1CC(C)CC(C)C1 (configuration not stated)
65) COc1cccc(/C=N/Nc2nccnc2Cl)c1O

Screen / compound no.	57	58	59	60	61	62	63	64	65
SENP1 FRET inh	-1	-1	2	1	-11	2	4	0	2
SENP8 block	-7	10	-16	40	0	-23	36	37	-12
ATG4B inhibitor	-9	1	-9	0	-6	-3	3	4	-9
PfG6PD inh	16	8	-1	-6	4	-2	-17	10	0
hIAP act	1.3	1	1.1	1.1	1	1	0.97	1.2	1.8
SENP6 block	-11	-5	-7	1	-20	-7	-11	5	97*
GRIN3A LBD mod	2	-1	0	1	-1	-19	0	-2	-1
MPTP block	-0.5	1.1	-1.9	-1.7	1.3	-0.2	-1.4	2.3	0.7
